Source: PubChem (Sanford-Burnham Center for Chemical Genomics)
GRIN3A LBD mod: modulators (binders) of human NR3A ligand-binding domain | NR3A LBD differential scanning fluorimetry, Tm shift; 0% = protein alone, 100% = glycine-bound protein | Tm shift relative to glycine control, % at 25 µM | 2.5% of 340,000 active;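 active = melting temperature shift of at least 10% of the positive control shift, at one fixed dose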
hIAP block: blocks human intestinal alkaline phosphatase | P09923 | purified IAP, CDP-Star luminescence, 30 min | inhibition, % at 10 µM | 0.12% of 330,000 active | AID 2544;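 active = inhibition reaching a set limit with compound at 10 µM in the primary screen, cut at about 35% in these data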;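 note: plate controls were DMSO wells with enzyme for no effect and no-enzyme buffer wells for full effect; values of inactives mirror those of a sister screen read the other way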
Target sequence (P09923 whole entry, looked up): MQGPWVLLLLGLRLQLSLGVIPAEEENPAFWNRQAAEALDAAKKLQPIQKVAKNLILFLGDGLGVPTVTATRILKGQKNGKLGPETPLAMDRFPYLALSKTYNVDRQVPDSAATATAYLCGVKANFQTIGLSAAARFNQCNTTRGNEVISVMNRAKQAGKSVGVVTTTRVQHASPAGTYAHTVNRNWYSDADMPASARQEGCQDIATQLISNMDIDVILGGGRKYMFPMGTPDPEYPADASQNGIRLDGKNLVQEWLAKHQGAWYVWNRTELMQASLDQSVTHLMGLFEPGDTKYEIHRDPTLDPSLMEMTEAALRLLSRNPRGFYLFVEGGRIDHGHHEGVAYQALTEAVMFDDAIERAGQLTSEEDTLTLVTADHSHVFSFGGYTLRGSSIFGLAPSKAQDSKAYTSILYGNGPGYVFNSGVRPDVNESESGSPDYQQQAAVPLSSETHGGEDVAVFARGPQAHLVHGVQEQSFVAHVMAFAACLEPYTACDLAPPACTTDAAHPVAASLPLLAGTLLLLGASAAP
hIAP activ: human IAP activation; P09923; purified human IAP, CDP-Star luminescence, 30 min; stronger effect = higher value; 1 = vehicle-only enzyme, 0 = enzyme-free background; activation factor at 10 µM; 0.16% of 330,000 active;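 active = activation factor of the enzyme at least 2-fold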; note: the source names both 10 and 20 µM as test concentration; values of inactives mirror those of a sister screen read the other way
MPTP block: permeability transition pore inhibition; isolated mouse mitochondria, Ca2+ swelling absorbance, 30 min; inhibition, % at 10 µM; 1.4% of 360,000 active; AID 602449;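 active = inhibition of 50% or more, scaled per plate between neutral and stimulator controls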;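 note: 0% = DMSO wells given calcium and 100% = 1 mM EGTA wells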
APOBEC3G inh: APOBEC3G (human) deaminase inhibition; Q9HC16; recombinant A3G, ssDNA deamination FAM/TAMRA fluorescence; inhibition, % at 20 µM; 0.28% of 330,000 active;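 active = inhibition of at least 40% at 20 µM, with no more than 30% in the related APOBEC3A deaminase screen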;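 note: plate controls were DMSO wells with A3G for no effect and wells lacking A3G enzyme for full effect; some compounds called inactive have numbers as strong as hits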
Target sequence (Q9HC16 whole entry, looked up): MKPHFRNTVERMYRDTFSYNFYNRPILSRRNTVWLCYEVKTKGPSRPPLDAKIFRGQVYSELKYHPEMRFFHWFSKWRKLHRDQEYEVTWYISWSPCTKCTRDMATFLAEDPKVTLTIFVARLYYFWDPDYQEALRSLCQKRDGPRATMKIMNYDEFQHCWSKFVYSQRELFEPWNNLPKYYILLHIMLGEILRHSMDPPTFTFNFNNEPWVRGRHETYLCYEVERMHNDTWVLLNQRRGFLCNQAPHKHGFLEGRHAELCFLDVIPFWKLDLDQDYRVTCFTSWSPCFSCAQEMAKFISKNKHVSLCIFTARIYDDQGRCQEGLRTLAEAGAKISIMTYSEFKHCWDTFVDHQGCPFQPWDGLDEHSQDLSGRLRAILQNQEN
beta cell repl: induces beta-cell replication in MIN6 cells | proliferation, % at 10 µM | 0.29% of 330,000 active | MIN6 cells proliferation, ATPlite luminescence, 48 h; cells starved in 0.2% serum; 100% = growth in 10% serum | AID 2380;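 active = compounds whose signal lies at least 3.5 SD above the mean of all wells on their plate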;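 note: 0% = DMSO-treated cells in low-serum medium and 100% = 10% serum control; some compounds called inactive have numbers as strong as hits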
mIAP block: mouse IAP inhibition; purified mouse IAP, CDP-Star luminescence, 30 min; inhibition, % at 10 µM; 0.2% of 330,000 active;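 active = inhibition of at least 40% at 10 µM in the primary screen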;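 note: plate controls were DMSO with enzyme for no effect and no enzyme wells for full effect; values of inactives mirror those of a sister screen read the other way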
mIAP act: mouse IAP activation; muIAP, CDP-Star luminescence, 30 min; stronger effect = higher value; 1 = vehicle-only enzyme signal, 0 = enzyme-free wells; activation factor at 10 µM; 0.24% of 330,000 active; AID 2805;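 active = activation factor of at least 2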; note: the source names both 10 and 20 µM as test concentration; values of inactives mirror those of a sister screen read the other way
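also added = chemiluminescent substrate CDP-Star | test system = mouse IAP enzyme | signal = chemiluminescence readout | compound = DMSO-dissolved test compounds | incubation = 30 min at room temperature | benchmarks = DMSO wells, no-enzyme wells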
A3A deaminase: blocks human APOBEC3A ssDNA deamination | 0.41% of 330,000 active | recombinant A3A, FAM/TAMRA ssDNA deamination fluorescence | inhibition, % at 20 µM | AID 493011 | P31941;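 active = at least 40% inhibition at 20 µM here, with at most 30% in a related deaminase screen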;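 note: plate controls were A3A with DMSO for no effect and wells lacking A3A enzyme for full effect; some results filed as inactive read as strong as hits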
Target sequence (P31941 whole entry, looked up): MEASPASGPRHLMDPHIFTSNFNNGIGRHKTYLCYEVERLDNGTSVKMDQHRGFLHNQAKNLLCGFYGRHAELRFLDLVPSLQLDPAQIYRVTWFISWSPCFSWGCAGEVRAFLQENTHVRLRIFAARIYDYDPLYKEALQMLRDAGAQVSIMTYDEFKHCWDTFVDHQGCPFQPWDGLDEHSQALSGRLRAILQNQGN
* hit, by the source's call.

molecule,GRIN3A LBD mod,beta cell repl,APOBEC3G inh,hIAP block,mIAP act,hIAP activ,mIAP block,MPTP block,A3A deaminase
CC1CC(C)CN(CCCOc2ccccc2[N+](=O)[O-])C1 (stereo unspecified),-3,0,-3,10,1.1,0.9,-7,0.3,9
CN(CCNC(=O)C1CCN(S(=O)(=O)N2CCOCC2)CC1)CCc1ccccc1,-1,4,-6,-11,0.94,1.1,6,4.1,-4
Cc1cc(C)c2c(n1)SCC(=O)N2CC(=O)Nc1ccc(F)cc1,-2,-6,2,-7,1.1,1.1,-9,0.1,1
O=C(CCCOc1ccc(Cl)cc1)NCC1CCCO1 (stereo unspecified),1,-2,-2,13,0.89,0.87,11,0.3,-2
COc1ccc2c(c1)C(=O)N(c1ccc(C)cc1C)C(=O)C2,-1,-4,-5,18,1,0.82,-1,0.9,-3
Cc1ccc([N+](=O)[O-])c(OCc2ncc(Cl)n2C)c1,-2,-2,5,15,0.91,0.85,9,-0.9,1
C=Cn1c(C(=O)O)ccc1-c1ccc(CC)cc1,1,-3,-7,-2,0.93,1,7,2.6,-2
Cc1cc(-n2c(C)cc(C(=O)COC(=O)CN=C3NS(=O)(=O)c4ccccc43)c2C)no1,2,2,-3,7,1,0.93,-3,0.4,-3
CCC(C)C(=O)NCCc1ccc(S(N)(=O)=O)cc1 (stereo unspecified),-4,-3,-8,0,0.95,1,5,-2.4,-2
Cc1c(NC(=O)C(C)OC(=O)/C=C/c2ccco2)c(=O)n(-c2ccccc2)n1C (stereo unspecified),0,-2,1,-5,1.1,1.1,-6,0.9,13

Remaining list, next part:
molecule,GRIN3A LBD mod,beta cell repl,APOBEC3G inh,hIAP block,mIAP act,hIAP activ,mIAP block,MPTP block,A3A deaminase
CS(=O)(=O)N(CC(=O)N1CCN(c2ccccc2)CC1)c1cccc(Br)c1,-2,1,12,3,0.99,0.97,1,-1.5,35
CCOC(=O)c1ccc(NC(=O)C(=O)NCc2ccc(/C=C(/C#N)C(=O)NCCOC)o2)cc1,-1,0,-11,6,0.94,0.94,6,1.4,1
CCCc1nnc(SCC(=O)NC2CC2)n1CC,0,-1,-3,13,0.96,0.87,4,-1.3,-2
O=S(=O)(c1ccccc1Cl)N1CCCC(c2nc(-c3cccnc3)no2)C1 (stereo unspecified),-1,7.4*,-6,1,1.1,0.99,-7,-0.4,-4
COc1ccc(Cl)cc1NC(=O)CN1CCC(n2nnc3cc(F)ccc32)CC1,4,0,-1,-1,1.2,1,-16,3.2,-2
Cc1ccc(N2C(=O)C3C(C2=O)C2C=CC3C23CC3)c([N+](=O)[O-])c1 (stereo unspecified),-1,-2,-4,2,0.97,0.98,3,-0.5,-3
Fc1cccc(F)c1CN1CCN(c2ncccn2)CC1,-4,-1,-4,5,0.97,0.95,3,-1.1,1
COC(=O)c1ccc(NC(=O)c2ccc(NS(=O)(=O)c3cccc4cccnc34)cc2)cc1,3,3,-5,-3,1,1,-1,1.9,-2
CC(O)c1nc2cc([N+](=O)[O-])ccc2n1Cc1ccccc1 (stereo unspecified),1,0,-5,-2,0.94,1,6,-0.2,-3
O=C(O)c1ccccc1C(=O)N1N=C2/C(=C/c3cccc([N+](=O)[O-])c3)CCCC2C1c1cccc([N+](=O)[O-])c1 (stereo unspecified),8,-5,0,8,0.82,0.92,18,3.5,4

Other results follow:
molecule,GRIN3A LBD mod,beta cell repl,APOBEC3G inh,hIAP block,mIAP act,hIAP activ,mIAP block,MPTP block,A3A deaminase
COc1cccc(CN(CC2CCCO2)C(=O)c2cc3ccccc3oc2=O)c1 (stereo unspecified),-11,1,-9,4,0.92,0.96,8,-1.3,0
Cc1cccc(OCc2nnc(SC(C)C(=O)O)n2-c2ccccc2)c1 (stereo unspecified),-1,0,-3,10,0.93,0.9,7,0.8,-6
Cc1ccc(/C=C\c2nccc3c2[nH]c2ccccc23)cc1,14*,-6,6,3,1,0.97,0,75*,9
COc1ccc(C(=O)NC2CCN(C(=S)Nc3ccc(C)cc3)CC2)cc1,1,-1,-5,-9,1.1,1.1,-13,-0.6,-2
COc1cccc(C(=O)NN2CC(O)=C(c3nc4ccccc4s3)C2=N)c1,-1,2,-7,-43,1,1.4,-5,-0.2,-4
O=C(c1sc2ccccc2c1Cl)N1CCN(CCc2ccccn2)CC1,-2,0,2,7,0.9,0.93,10,-1.3,1
CSCCC1(C(=O)O)NC(c2ccccc2O)C2C(=O)N(C(C)C)C(=O)C21 (stereo unspecified),1,-2,-6,-9,1,1.1,-3,-1.1,-3
COc1ccccc1C(=O)Nc1ccc2c(c1)CN(Cc1cnc(C)s1)CC2,-1,2,-5,-23,1,1.2,0,-0.2,-1
CCCCCCc1cc2cc(C(=O)Nc3ccc(OC)cc3)c(=O)oc2cc1O,1,-5,0,11,0.97,0.89,3,78*,1
CC(NC(=O)C(CC(=O)OC(C)(C)C)NC(=O)OC(C)(C)C)C(N)=O (stereo unspecified),1,-1,-3,-8,1,1.1,-2,1.0,-1

No new results follow: an excerpt of the list.
molecule,GRIN3A LBD mod,beta cell repl,APOBEC3G inh,hIAP block,mIAP act,hIAP activ,mIAP block,MPTP block,A3A deaminase
CSCCC1(C(=O)O)NC(c2ccccc2O)C2C(=O)N(C(C)C)C(=O)C21 (stereo unspecified),1,-2,-6,-9,1,1.1,-3,-1.1,-3
COc1ccccc1C(=O)Nc1ccc2c(c1)CN(Cc1cnc(C)s1)CC2,-1,2,-5,-23,1,1.2,0,-0.2,-1
CCCCCCc1cc2cc(C(=O)Nc3ccc(OC)cc3)c(=O)oc2cc1O,1,-5,0,11,0.97,0.89,3,78*,1
CC(NC(=O)C(CC(=O)OC(C)(C)C)NC(=O)OC(C)(C)C)C(N)=O (stereo unspecified),1,-1,-3,-8,1,1.1,-2,1.0,-1

The results go on.
molecule,GRIN3A LBD mod,beta cell repl,APOBEC3G inh,hIAP block,mIAP act,hIAP activ,mIAP block,MPTP block,A3A deaminase
COC(=O)C1CCN(C(=O)CSc2nc3ccc(OC)cc3[nH]2)CC1,-1,-4,-12,1,1.1,0.99,-6,-3.4,-1
O=C1c2ccccc2-c2n[nH]c3cccc1c23,0,4,-6,10,0.93,0.9,8,0.1,-1
CCOC(=O)c1cc2nc(-c3ccco3)cc(C(F)(F)F)n2n1,1,-1,-6,1,0.93,0.99,7,-7.6,-2
Cn1c(SCC(=O)Nc2ccccc2)nc2ccccc2c1=O,-1,-4,0,-1,0.98,1,2,1.1,-4
COc1ccc(C2C(C(=O)c3ccco3)=C(O)C(=O)N2CCOCCO)cc1OC (stereo unspecified),1,2,0,19,1,0.81,-1,-1.3,0
CC1(C)CC(=O)C(C2=NC3(CCCCC3)Cc3ccccc32)=C(O)C1,0,4,-8,6,0.92,0.94,8,-0.2,-1
Cc1cc(NS(=O)(=O)c2ccc(NC(=O)c3oc4ccccc4c3C)cc2)no1,14*,-3,4,-8,1.1,1.1,-6,-1.2,5
O=C(NCCCN1CCOCC1)C(=O)NCC1OCCCN1S(=O)(=O)c1cc(F)ccc1F (stereo unspecified),-1,-1,-2,10,0.99,0.9,1,-0.8,0
COC(CNC(=O)C1CC(=O)N(CCc2ccc(C)cc2)C1)OC (stereo unspecified),1,0,-4,11,0.93,0.89,7,0.1,-3
O=C(NCc1cc(C(F)(F)F)ccc1Cl)c1cccc2c1C(=O)c1ccc(N3CCCCC3)cc1S2(=O)=O,-2,-4,-4,6,0.78,0.94,22,1.9,-1

Next part.
molecule,GRIN3A LBD mod,beta cell repl,APOBEC3G inh,hIAP block,mIAP act,hIAP activ,mIAP block,MPTP block,A3A deaminase
CC(C)Oc1ccc2c(c1)OC(c1ccccc1)(C(F)(F)F)NC2=O (stereo unspecified),-1,0,-8,1,0.98,0.99,2,-0.5,0
COc1ccc(S(=O)(=O)n2nc(OC(=O)c3ccccc3)cc2N)cc1,-15,0,-6,7,0.92,0.93,8,-1.0,-5
COc1cc(C(=O)NC(=S)N2CCN(C)CC2)cc(OC)c1OC,-2,-1,-6,-13,0.97,1.1,3,-0.6,-7
Cc1ccc(CNC(=O)C2CCN(S(=O)(=O)N3CCCC3)CC2)cc1,1,0,-10,-7,1,1.1,-2,-0.6,-8
CCOC(=O)c1c(NC(=O)c2ccn(CC)n2)sc2c1CCCC2,-3,-5,-2,13,0.93,0.87,7,0.6,2
CCC(C)NC(=O)CN(c1ccc(Cl)c(Cl)c1)S(C)(=O)=O (stereo unspecified),0,0,0,-17,1.1,1.2,-10,-0.6,2
O=C(Nc1nc(-c2ccccc2)cs1)c1cccs1,1,-3,2,-9,0.9,1.1,10,-4.0,2
CN(C)CCNC(=O)C(=O)NCC1OCCN1S(=O)(=O)c1ccc([N+](=O)[O-])cc1 (stereo unspecified),-1,0,-7,-20,1,1.2,-2,-0.6,0
CN(CC(=O)Nc1cccc(S(=O)(=O)NC2=NCCCCC2)c1)Cc1ccc(C(C)(C)C)cc1,-2,-4,0,2,1.1,0.98,-14,1.6,3
CCn1cc(CCC(=O)NC2CCCC2)c2ccccc21,-4,-3,-5,2,1,0.98,-3,-0.5,-4

Next section:
molecule,GRIN3A LBD mod,beta cell repl,APOBEC3G inh,hIAP block,mIAP act,hIAP activ,mIAP block,MPTP block,A3A deaminase
CCC(C)(C)n1nnnc1C(c1ccncc1)N1CCC(C)CC1 (stereo unspecified),-1,3,-5,1,0.97,0.99,3,-5.3,-16
Cc1cccc(N2Cc3ccccc3C2=NC(=O)c2ccc(Cl)nc2)c1,-2,-4,-5,-1,0.9,1,10,0.4,-2
CCCCOc1ccc(C(=O)Nc2ccc(CN3CCOCC3)cc2)cc1,1,0,-7,-32,1,1.3,-1,1.9,-3
O=C(COC(=O)c1ccccc1O)Nc1cccnc1Cl,-1,0,-7,5,1,0.95,-3,-0.6,0
C/C(=C\C(=O)c1ccccc1)NNC(=O)c1ccc(Cl)cc1,-1,-2,-5,-1,0.91,1,9,19,-2
COc1cc(OC)cc(C(=O)N2CCN=C2SCc2cccnc2)c1,-2,10,-6,-9,0.99,1.1,1,-0.4,0
Cc1ccccc1S(=O)(=O)Cc1ccc(C(=O)NCCN(C)Cc2ccccc2)o1,0,-2,-9,-20,0.94,1.2,6,0.1,-4
N/C(=N\c1nc2ccccc2o1)NC(=O)/C=C/c1ccccc1,22*,-3,-7,-10,0.95,1.1,5,0.4,-1
O=C(NCCCN1CCCC1=O)C1CCN(S(=O)(=O)c2c(Cl)cccc2Cl)CC1,4,3,-5,8,0.94,0.92,6,-0.4,-5
CCCCC1CCC(C(=O)N(CC(C)C)c2c(N)n(CCCC)c(=O)[nH]c2=O)CC1 (stereo unspecified),0,-3,-10,7,1.1,0.93,-9,0.3,-2

The list continues.
molecule,GRIN3A LBD mod,beta cell repl,APOBEC3G inh,hIAP block,mIAP act,hIAP activ,mIAP block,MPTP block,A3A deaminase
CCN(CC)CC(C)OC(=O)c1cc(OC)c(OC)c(OC)c1 (stereo unspecified),3,-2,-4,20,0.94,0.8,6,1.4,-1
Cc1ccc(CCN2CC(C(=O)NCCC(C)C)CC2=O)cc1 (stereo unspecified),0,-1,-6,-6,1,1.1,-4,-0.3,-1
COc1ccc(-c2nn(C)c(=O)c3ccccc23)cc1NS(C)(=O)=O,1,2,-3,-7,1,1.1,0,-0.4,0
CCOC(=O)c1c(-c2ccccc2)oc2ccc(OC(C)=O)cc12,2,-1,-7,1,0.98,0.99,2,3.2,-7
Nc1nnc(SCCOc2cccc(Br)c2)s1,13*,-2,-2,15,0.92,0.85,8,-0.9,4
CCn1c(SCC(=O)Nc2cc(C)on2)nnc1-c1ccc(C)cc1,0,1,1,-3,1.1,1,-11,-0.1,2
CCCCOc1ccc2c(c1)/C(=C(\C(Cl)=C(Cl)Cl)[N+](=O)[O-])N2,1,-2,0,2,0.92,0.98,8,1.8,-2
COc1ccc(C(=O)Oc2c(OC)cc(C(=S)N3CCOCC3)cc2OC)cc1,0,0,-4,7,0.94,0.93,6,-0.6,-4
